# Screens (PubChem)
# FLuc counter: counter-screen for miR-21 project: firefly luciferase inhibitors or activators | P08659 | AID 588342 | purified FLuc, Km substrates, luminescence inhibition | Potency, µM (series often up to 57.5 µM), for the others: at the highest dose activity change, negative = inhibition, actives largely listed as inhibitors | 360,000 tested, 6.9% active;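 also: plate controls were vehicle for no effect and reference inhibitor for full effect; nearly all actives have a fitted effect of over 55% in size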
#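 Purified P. pyralis luciferase, 10 nM final, with Km-level 10 uM D-luciferin and 10 uM ATP in 50 mM Tris acetate pH 7.5, 10 mM Mg acetate, 0.01% Tween-20, 0.05% BSA; 6-point qHTS titration about 60 µM downward; luminescence read.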
# ELG1 genotoxic: inducers of genotoxicity in HEK293T ELG1-luciferase cells. Potency, µM (titrated, usually from 46 µM), without a hit: top-dose activity change, positive = activation, actives largely listed as activators. HEK293T ELG1-luciferase reporter, luminescence, 16 h. AID 504466. 330,000 tested, 1.3% active; also: % of control where 0% means no effect; nearly all actives have a fitted effect of over 60% in size
#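 DMSO vehicle served as control against compound-treated ELG1-luciferase HEK293T cells; exposure lasted 16 hr at 37 °C and 5% CO2, followed by ONE-Glo luminescence detection after 30 min.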
# BRCA1 expr act: increases BRCA1 expression; MCF7-BRCA1-FFLuc reporter, luminescence, 48 h; response scale: scaled: vehicle 0%, 10 µM genistein 100%; Potency, µM (highest dose often 46.1 µM), without a hit: top-dose activation, actives largely listed as activators; 380,000 tested, 1.1% active; AID 624202; also: nearly all actives have a fitted effect of over 80% in size; some results filed as inactive show a strong effect at the top dose
#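 Activators of BRCA1 expression were detected as increased firefly luciferase luminescence in engineered MCF7 cells after 48 h compound incubation. Signals were scaled to genistein 10 microM as full activation.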
# VP16 counter: Gal4-VP16 reporter inhibition counter-screen; Drosophila S2 Gal4-VP16 UAS-luciferase, luminescence, 20 h; Potency, µM (titrated, usually from 53.6 µM), for inactives: top-dose activity, negative = inhibition, hits mostly inhibitors; 310,000 tested, 3.5% active;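 also: Gal4-VP16 expression switched on by copper sulfate through the metallothionein promoter; % is scaled to controls: 0 for no effect and ±100 for the full control effect; nearly all actives have a fitted effect of over 50% in size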
# NPC1 promoter act: activators of NPC1 promoter. Huh7 NPC1 promoter luciferase reporter, 24 h. Potency, µM (titrated, usually from 9.22 µM), for the others: at the top dose activation, usual class: activators. 320,000 tested, 2.4% active. AID 485313;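 also: % of control where 0% means no effect; nearly all actives have a fitted effect of over 60% in size; reporter is driven by a mutant NPC1 promoter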
#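 NPC1 promoter–luciferase Huh7 cells; 24 h compound; luminescence.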
# RORg inh: inhibitors of mouse ROR gamma transcriptional activity | P51450 | Drosophila S2 Gal4-RORgamma UAS-luciferase reporter, 20 h | Potency, µM (doses to about 53.6 µM), for inactives: at the top dose activity change, negative = inhibition, actives largely listed as inhibitors | 310,000 tested, 5.4% active | AID 2551; also: % is scaled to controls: 0 for no effect and ±100 for the full control effect; nearly all actives have a fitted effect of over 60% in size
# Target sequence (P51450 whole entry, looked up, the tested form may be a part): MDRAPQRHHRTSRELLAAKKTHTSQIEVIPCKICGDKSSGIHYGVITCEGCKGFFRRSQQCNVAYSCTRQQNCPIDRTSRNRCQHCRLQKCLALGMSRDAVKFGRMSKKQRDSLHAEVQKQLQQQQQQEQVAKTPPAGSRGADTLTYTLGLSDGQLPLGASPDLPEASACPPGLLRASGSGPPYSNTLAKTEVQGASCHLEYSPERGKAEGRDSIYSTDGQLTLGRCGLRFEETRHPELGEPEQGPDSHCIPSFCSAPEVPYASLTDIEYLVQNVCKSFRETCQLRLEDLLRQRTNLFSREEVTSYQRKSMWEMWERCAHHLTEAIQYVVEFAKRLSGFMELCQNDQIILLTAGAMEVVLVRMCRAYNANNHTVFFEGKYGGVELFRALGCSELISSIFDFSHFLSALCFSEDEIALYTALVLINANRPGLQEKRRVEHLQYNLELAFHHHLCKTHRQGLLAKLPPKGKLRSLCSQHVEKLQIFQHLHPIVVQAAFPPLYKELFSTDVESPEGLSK
#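 Read-out: Photinus luciferase luminescence; inhibitors lower reporter signal. Insect Schneider cells with Gal4-ROR gamma fusion under metallothionein promoter, UAS reporter; 700 uM final copper sulfate induction, 20 hr, ambient temperature.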
# MBNL1-CUG inh: MBNL1-poly(CUG) RNA binding inhibition; Q9NR56; TR-FRET MBNL1-His/biotin-(CUG)12 binding, 665/545 ratio; Potency, µM (doses to about 57.5 µM), for inactives: top-dose activity change, negative = inhibition, most hits filed as inhibitors; 280,000 tested, 0.036% active; active = well fitted inhibition curve with a large enough effect in the signal ratio, with a control signal flat, not every such curve was filed as active; inconclusive = small, poorly fitted or top-dose-only effect, or effect the other way, or a change in a side signal; inactive = no such curve, though single readings can be large or run the other way; the % refers to the signal ratio; also: % is scaled to controls: 0 for no effect and ±100 for the full control effect
# Target sequence (Q9NR56 whole entry, looked up): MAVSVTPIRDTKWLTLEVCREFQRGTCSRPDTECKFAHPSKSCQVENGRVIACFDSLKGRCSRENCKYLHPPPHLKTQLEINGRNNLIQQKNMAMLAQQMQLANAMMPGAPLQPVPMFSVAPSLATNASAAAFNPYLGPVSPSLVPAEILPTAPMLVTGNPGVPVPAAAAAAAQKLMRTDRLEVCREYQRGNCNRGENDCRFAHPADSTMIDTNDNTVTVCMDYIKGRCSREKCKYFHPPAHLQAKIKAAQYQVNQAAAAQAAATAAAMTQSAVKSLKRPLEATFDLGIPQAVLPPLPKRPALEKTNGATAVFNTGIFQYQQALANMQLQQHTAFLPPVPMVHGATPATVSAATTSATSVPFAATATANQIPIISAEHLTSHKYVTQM
#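 TR-FRET readout: Ex 340 nm, 665/545 nm emission ratio, normalized to buffer-only (basal) and MBNL1-(CUG)12 controls. Complex of MBNL1-His with Biotin-(CUG)12, compounds 92 nM–58 uM, incubated 60 min at room temperature.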
# uPA generation: inhibitors of cell surface uPA generation | cell surface uPA generation assay, qHTS | Potency, µM (doses to about 38.3 µM), for the others: at the highest dose activity change, negative = inhibition, usual class: inhibitors | 330,000 tested, 0.31% active; active = well fitted inhibition curve with a large enough effect; inconclusive = small, poorly fitted or top-dose-only effect; inactive = no such curve, though single readings can be large or run the other way; tested in mouse RAW 264.7 cells; also: % is scaled to controls: 0 for no effect and ±100 for the full control effect; nearly all actives have a fitted effect of over 55% in size
# p53 reactivation: re-activators of mutant p53; H1299 p53-A138V BP100-luciferase reporter, luminescence, 24 h; AID 504706; Potency, µM (doses to about 92.2 µM), without a hit: at the highest dose activity change, positive = activation, usual class: activators; 320,000 tested, 0.063% active; also: % of control where 0% means no effect; nearly all actives have a fitted effect of over 45% in size
#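 p53-null H1299 cells stably carrying temperature-sensitive p53-A138V and a BP100-luciferase reporter were pinned with compounds (4-point, 1:5 series) and held 24 hrs at 37 deg C. Luminescence was read 10 min after detection reagent.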
# Rab9 prom act: activates the Rab9 promoter | Huh7 Rab9 promoter-luciferase reporter, luminescence, 24 h | Potency, µM (series often up to 9.22 µM), inactives show at the top dose activation, negative = inhibition, usual class: activators | 320,000 tested, 2.8% active | AID 485297; also: % of control where 0% means no effect; nearly all actives have a fitted effect of over 60% in size
#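 Luciferase signal after 10 min detection reagent at ambient indicates Rab9 promoter upregulation; stably transfected Huh7 cells were treated 24 h with compound in DMSO at 37 °C, 5% CO2.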
# * marks the source's active call; other numbers are inactive results; ? = inconclusive; nt = not tested or not shown; [ ] = another dose, or the depositor's remark. Unless noted, calls follow the shape of the dose curve; as a rule, active = well fitted curve in the direction sought with a large enough effect; inconclusive = small, poorly fitted or top-dose-only effect, or another doubt; inactive = no such curve, though single readings can be large; an effect the other way counts as inactive or inconclusive. Potency is read from the fitted curve at half-maximal effect.
# Preview:
SMILES,FLuc counter,ELG1 genotoxic,BRCA1 expr act,VP16 counter,NPC1 promoter act,RORg inh,MBNL1-CUG inh,uPA generation,p53 reactivation,Rab9 prom act
O=C(OCc1cccs1)c1ccccc1NS(=O)(=O)c1ccc2c(c1)OCCO2,0%,2%,-3%,-1%,1%,35%,-7%,-2%,-2%,-2%
CCCc1cc(-c2n[nH]c(=S)n2CC)cs1,?,4%,38%,11µM*,-2%,7.1µM*,-10%,18%,6%,-2%
O=C(CCCN1C(=O)c2ccccc2C1=O)Nc1ccccc1,-3%,0%,1%,-1%,-2%,1%,7%,13%,-1%,1%
Cc1nnc(SCc2cc(=O)[nH]c(=S)[nH]2)s1,-3%,-2%,11%,7%,-1%,-23%,-7%,-3%,-1%,-3%
COc1ccc(C(CC(=O)N2CCCCC2)C(C)C)cc1 (stereo unspecified),-2%,0%,3%,-2%,-4%,7%,nt,-2%,11%,1%
Cc1ccc(-n2c(-c3ccc(Br)cc3)c[n+]3c2CCc2ccc4cccnc4c2-3)cc1,-2%,-8%,-84%,1.4µM*,-44%[inhibitor],7.1µM*,5%,nt,-12%,-52%[inhibitor]
O=C(NNC(=O)c1cccc(Br)c1)Nc1ccc(Cl)cc1,2%,0%,40%,5%,11%,-20%,-2%,6%,0%,-2%

# The list itself, previewed entries included:
SMILES,FLuc counter,ELG1 genotoxic,BRCA1 expr act,VP16 counter,NPC1 promoter act,RORg inh,MBNL1-CUG inh,uPA generation,p53 reactivation,Rab9 prom act
O=C(OCc1cccs1)c1ccccc1NS(=O)(=O)c1ccc2c(c1)OCCO2,0%,2%,-3%,-1%,1%,35%,-7%,-2%,-2%,-2%
CCCc1cc(-c2n[nH]c(=S)n2CC)cs1,?,4%,38%,11µM*,-2%,7.1µM*,-10%,18%,6%,-2%
O=C(CCCN1C(=O)c2ccccc2C1=O)Nc1ccccc1,-3%,0%,1%,-1%,-2%,1%,7%,13%,-1%,1%
Cc1nnc(SCc2cc(=O)[nH]c(=S)[nH]2)s1,-3%,-2%,11%,7%,-1%,-23%,-7%,-3%,-1%,-3%
COc1ccc(C(CC(=O)N2CCCCC2)C(C)C)cc1 (stereo unspecified),-2%,0%,3%,-2%,-4%,7%,nt,-2%,11%,1%
Cc1ccc(-n2c(-c3ccc(Br)cc3)c[n+]3c2CCc2ccc4cccnc4c2-3)cc1,-2%,-8%,-84%,1.4µM*,-44%[inhibitor],7.1µM*,5%,nt,-12%,-52%[inhibitor]
O=C(NNC(=O)c1cccc(Br)c1)Nc1ccc(Cl)cc1,2%,0%,40%,5%,11%,-20%,-2%,6%,0%,-2%
Cc1nc(-c2cccnc2)sc1C(N)=O,3%,-1%,4%,-6%,2%,8%,16%,4%,9%,-1%
O=C(NCCn1cc(SCc2ccccc2)c2ccccc21)c1c(F)cccc1F,-15%,-3%,1%,-9%,0%,?,-17%,?,8%,-3%
C[C@]12CC[C@@H]3c4ccc(O)cc4[C@@H](O)C[C@H]3[C@@H]1CC[C@@H]2O,-14%,2%,nt,0%,-1%,-8%,-7%,nt,-2%,-3%
CC(C)S(=O)(=O)N1CCN(c2ccnc3cc(Cl)ccc23)CC1,1%,-4%,6%,1%,-1%,2%,2%,15%,-6%,1%
CC1=C(C(=O)NC(C)C)C2(CCC(C)CC2)OC1=O (stereo unspecified),2%,1%,-12%,0%,1%,4%,-5%,-2%,15%,1%
CCN(CC(=O)Nc1ccc(NC(C)=O)cc1)C(=O)c1cccc(S(=O)(=O)N2CCc3ccccc3C2)c1,?,5%,4%,nt,-1%,nt,nt,-1%,-3%,-4%
Cc1ccc(NC(=O)c2sc3ncn(CC(=O)N4CCN(c5ccccn5)CC4)c(=O)c3c2C)cc1Cl,?,-9%,8%,-13%,-1%,23%,19%,-1%,3%,5%
O=C(NNc1cc(Cl)ccc1Cl)c1cccnc1Cl,-7%,0%,-13%,8%,-3%,13%,-9%,-2%,6%,0%
O=C(CN(C(=O)Cn1nnc(-c2ccccc2F)n1)c1cccc2c1CCCC2)NCc1ccccc1,7%,-12%,-43%,3%,-3%,32%,4%,nt,-4%,1%
N#Cc1c(-c2ccc(Cl)cc2Cl)nc2n(c1=O)CCS2,3%,0%,-24%,-8%,-1%,-11%,23%,3%,0%,-5%
CCOC(=O)c1c(C)[nH]c(C(=O)COC(=O)CN2C(=O)C3CCCCC3C2=O)c1C (stereo unspecified),3%,1%,-6%,2%,2%,38%,2%,0%,-1%,-1%
COc1ccc(C2NC(=O)N(C)C(C)=C2[N+](=O)[O-])cc1 (stereo unspecified),4%,0%,-3%,0%,0%,-30%,?,-8%,nt,-1%
CN(C)S(=O)(=O)c1ccc(C(=O)OCC2CCCO2)cc1 (stereo unspecified),-9%,4%,6%,-20%,-1%,28%,9%,4%,6%,-3%
Cc1ccnc(NC(=O)CCCNC(=O)c2ccc(Cl)cc2)c1,17µM*,?,?,nt,?,nt,nt,-4%,12%,?
COc1ccc(C2C(C#N)=C(N)OC3=C2C(=O)CCC3)cc1Cn1nc(C)c([N+](=O)[O-])c1C (stereo unspecified),2%,0%,-3%,27%,-8%,4%,?,-3%,-4%,-1%
Cc1cc(=O)oc2cc(OCc3ccc(C(=O)OCC(=O)N(C)C4CCS(=O)(=O)C4)cc3)ccc12 (stereo unspecified),-20%,2%,8%,3%,11%,31%,nt,-3%,3%,11%
COc1ccc(C(=O)Nc2ccnn2C2CCN(Cc3ccncc3)CC2)cc1,-1%,4%,-12%,-5%,1%,-9%,-3%,1%,-16%,16%
COc1ccc(NC(=S)Nc2ccc(N(C)C(C)=O)cc2)cc1,-3%,0%,21%,-15%,1%,-35%,-2%,-3%,-2%,5%
SMILES,FLuc counter,ELG1 genotoxic,BRCA1 expr act,VP16 counter,NPC1 promoter act,RORg inh,MBNL1-CUG inh,uPA generation,p53 reactivation,Rab9 prom act
O=C1CC(=O)Nc2cc(S(=O)(=O)Nc3ccc(Cl)c(C(F)(F)F)c3)ccc2N1,3%,-3%,-2%,-4%,-24%,8%,3%,-3%,-1%,1%
CC(=O)Nc1ccc(NC(=O)CN(c2cc(Cl)ccc2Cl)S(C)(=O)=O)cc1,0%,4%,21%,23%,0%,0%,-7%,-10%,8%,-3%
Cc1ccc(NC(=S)N2CCN(c3ccccc3F)CC2)c(C)c1,2%,-3%,-7%,7.1µM*,-4%,8.9µM*,-2%,-4%,1%,-6%
O=C(COc1ccccc1)NCC(=O)Nc1cccc(S(=O)(=O)NC2=NCCC2)c1,-7%,11%,2%,5%,-5%,0%,-8%,4%,0%,-1%
CCOC(=O)C1=C(CC)OC(N)=C(C#N)C1c1ccc(OC)cc1OC (stereo unspecified),0%,4%,-13%,1%,-3%,?,8%,-2%,12%,0%
CCN1C(=O)[C@H]2[C@@H](c3ccc(C)cc3)N3C(=O)N(c4ccc(OC)cc4)C(=O)[C@@]3(Cc3ccccc3)[C@H]2C1=O,4%,0%,6%,nt,-1%,nt,nt,0%,-3%,-2%
N#Cc1ccccc1OCc1nnc(-c2ccccc2Br)o1,5.4µM*,?,?,?,2µM*,2%,20%,-5%,?,1.4µM*
CCO[C@H]1OC(C(=O)N2CCN(Cc3ccccc3)CC2)=C[C@@H](C2CCCCC2)[C@@H]1CCCO,-1%,-6%,-23%,0%,-3%,32%,15%,0%,-6%,7%
COc1ccc(NC(=O)c2ccc3c(c2)C(=O)N(Cc2ccncc2)C3=O)cc1S(N)(=O)=O,nt,3%,0%,nt,nt,nt,nt,2%,-6%,nt
Cn1nnnc1Sc1ncnc2scc(-c3ccccc3C(F)(F)F)c12,9%,-2%,-73%,nt,15%,nt,nt,?,?,-2%
CCS(=O)c1ccccc1C(=O)OCC(=O)Nc1cccc(S(=O)(=O)N2CCCCC2)c1 (stereo unspecified),6%,nt,-15%,nt,-15%,nt,nt,?,2%,-22%
O=C(CN1C2CCC1CC(NC(=O)C1CC1)C2)NCc1ccccc1 (stereo unspecified),0%,-2%,13%,-1%,0%,12%[10 µM],0%,3%,3%,-5%
COC(=O)CN1C(=O)[C@H]2[C@@H](c3ccc(C)o3)N3C(=O)CN(CCO)C(=O)[C@@]3(Cc3ccccc3)[C@H]2C1=O,0%,-4%,-9%,-8%,0%,-4%,15%,10%,8%,0%
Cc1ccc(-c2cc(C(F)F)n3ncc(C(=O)N4CCc5ccccc54)c3n2)cc1,0%,16%,-55%,0%,-21%,0%,-7%,?,13%,-27%
O=C(CCCn1c(=S)[nH]c2ccccc2c1=O)NC1CCCC1,-1%,-1%,9%[1.84 µM],-8%,-5%,?,8%,2%,15%,5%
Cn1c(SCc2ccccc2F)nc2cccnc21,9.5µM*,?,6.3µM*,8%,1.4µM*,-24%,-1%,nt,?,2.2µM*
CSc1nc(-c2ccc(Cl)cc2)nn1S(=O)(=O)c1ccccc1,13µM*,18%,?,-2%,?,-27%,-11%,-8%,?,?
COc1cccc(CNC(=O)C(CC(C)C)NC(=O)c2ccccc2C)c1 (stereo unspecified),-2%,-4%,-34%,13%,1%,?,-8%,4%,-5%,-1%
